Screening results deposited in PubChem BioAssay by National Center for Advancing Translational Sciences (NCATS).
USP2a inh – inhibitors of human ubiquitin-specific protease USP2a. O75604. AID 463254. 330,000 compounds, 0.01% hits. USP2 core, Ub-CHOP2 coupled fluorogenic reporter, 485/531. Potency, µM (series often up to 38.3 µM), for inactives: top-dose activity change, negative = inhibition, hits mostly inhibitors;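 note: potency is the fitted concentration of half-maximal effect; plate controls were DMSO wells for no effect and full inhibition by NEM control for full effect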
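USP2 core (10nM final) preincubated 30min RT with compound in 20mM Tris-HCl pH 8.0, 2mM CaCl2, 2mM beta-mercaptoethanol, 0.05% CHAPS; 25nM Ub-CHOP2 plus 25nM reporter substrate added, fluorescence (Ex485/Em531) read after 60min.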
GALK inhibitor – inhibitors of human galactokinase; P51570; Purified GALK, Kinase-Glo residual ATP luminescence; Potency, µM (highest dose often 57.5 µM), without a hit: at the highest dose activity change, negative = inhibition, most hits filed as inhibitors; 270,000 compounds, 0.007% hits; note: potency is the fitted concentration of half-maximal effect; % is set by controls: 0 for no effect and ±100 for the full control effect
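Compounds were pin-transferred into ATP buffer (35 uM final), then GALK plus galactose (5 nM, 100 uM final) was added. After 1 h at room temperature, Kinase-Glo Plus was added and luminescence read after 10 min.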
PKM2 act – activators of human pyruvate kinase M2 | Potency, µM (highest dose often 57.5 µM), inactives show top-dose activation, usual class: activators | P14618 | 260,000 compounds, 0.34% hits | purified PKM2, Kinase-Glo ATP luminescence, activation; response scale: 0% is enzyme alone, no compound; note: potency is the fitted concentration of half-maximal effect; % is set by controls: 0 for no effect and ±100 for the full control effect; nearly all actives have a fitted effect of over 55% in size
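Purified hPK-M2 (>95%) run at intermediate activity with 0.1 mM ADP and 0.5 mM PEP in 50 mM imidazole pH 7.2, KCl, MgCl2; 1 h room temperature. ATP formed read by Kinase-Glo luminescence; normalized to uninhibited and no-enzyme controls.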
KCNH2 WT inh – blocks the wildtype human KCNH2 potassium channel | 340,000 compounds, 0.37% hits | AID 720551 | activity change, % at 1.84 µM | U2OS, BacMam KCNH2, thallium flux FluxOr; stronger effect = lower value | Q12809;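 active = maximum activity change below -70%; inconclusive = maximum activity change between -70% and -50%; inactive = maximum activity change above -50%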; note: % is set by controls: 0 for no effect and ±100 for the full control effect
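U2OS cells were transduced with wild-type KCNH2 virus (2.03 x 10^8 / mL) for 4 h at room temperature, then cultured overnight at 37 C. Thallium flux was read with FluxOr dye. Rate constants were normalized to DMSO controls.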
B2AR arrestin – beta2AR (human) beta-arrestin recruitment activity; P07550; beta-arrestin recruitment to beta2AR, cell-based reporter; Potency, µM (top dose mostly 46.1 µM), for the others: top-dose activation, hits mostly activators; 330,000 compounds, 0.02% hits; AID 492947;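 note: potency is the fitted concentration of half-maximal effect; 0% = DMSO controls and full agonism = EC100 isoproterenol or metaproterenol; nearly all actives have a fitted effect of over 65% in size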
TRPV1 ag – agonists of human vanilloid receptor 1 (TRPV1) | activation, % at 8.33 µM | 320,000 compounds, 0.19% hits | TRPV1-expressing cells, Fluo-8 calcium influx, agonist mode | AID 540275 | Q8NER1; in the data active = activation above about 80%; inconclusive = between about 30% and that limit; note: 0% is about no effect
Target sequence (Q8NER1 whole entry, looked up): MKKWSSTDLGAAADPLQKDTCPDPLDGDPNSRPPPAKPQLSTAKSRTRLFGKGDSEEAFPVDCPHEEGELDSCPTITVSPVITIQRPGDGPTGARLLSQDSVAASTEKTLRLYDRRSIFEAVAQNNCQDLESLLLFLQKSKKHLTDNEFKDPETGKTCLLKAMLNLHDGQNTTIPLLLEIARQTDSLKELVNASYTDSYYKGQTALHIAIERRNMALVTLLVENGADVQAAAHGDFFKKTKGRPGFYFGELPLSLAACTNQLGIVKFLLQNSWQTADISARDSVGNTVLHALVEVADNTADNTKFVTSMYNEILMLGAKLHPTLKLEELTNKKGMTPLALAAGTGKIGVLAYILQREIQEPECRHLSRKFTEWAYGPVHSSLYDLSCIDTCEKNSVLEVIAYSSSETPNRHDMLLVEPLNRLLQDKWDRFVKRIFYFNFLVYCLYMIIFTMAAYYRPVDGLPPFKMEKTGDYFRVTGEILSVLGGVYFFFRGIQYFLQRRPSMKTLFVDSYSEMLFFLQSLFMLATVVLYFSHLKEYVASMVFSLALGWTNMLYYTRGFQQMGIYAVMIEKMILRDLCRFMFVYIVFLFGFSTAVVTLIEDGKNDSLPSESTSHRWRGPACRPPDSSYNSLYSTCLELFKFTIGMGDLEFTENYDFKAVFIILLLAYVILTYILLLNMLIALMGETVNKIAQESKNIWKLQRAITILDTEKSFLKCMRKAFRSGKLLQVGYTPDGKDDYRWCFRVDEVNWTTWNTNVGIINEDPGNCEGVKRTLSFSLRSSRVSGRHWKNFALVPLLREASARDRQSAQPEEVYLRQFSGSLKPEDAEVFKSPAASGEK
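Cells expressing TRPV1 were dye-loaded with Fluo-8 and read kinetically: 10 s baseline, 3 min after compound (agonist portion), then 2 min after EC20 capsaicin (allosteric enhancer portion). Calcium-bound dye fluorescence at 480/520 nm.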
Coupling enz – counter-screen for Giardia aldolase inhibitors: coupling enzyme system; coupling enzyme system counterscreen, AmpLite Red fluorescence; activity change, negative = inhibition, % at 58.2 µM, hits read low; 290,000 compounds, 0.67% hits; in the data active = activity change below about -30%; note: % is set by controls: 0 for no effect and ±100 for the full control effect
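Activity here indicates interference with the coupling reaction, not aldolase inhibition. Compounds at 57.5 uM final met coupling enzymes for 10 min at RT; substrate and AmpLite Red detection followed, with a 525/598 nm fluorescence read after 20 min.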
KCNH2 3.1 block – inhibitors of human KCNH2 3.1 potassium channel isoform; U2OS KCNH2 3.1, thallium flux FluxOr; stronger effect = lower value; 340,000 compounds, 0.95% hits; activity change, % (tested at about 1.8 µM);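 active = maximum activity change below -70%; inconclusive = maximum activity change from -70% to -50%; inactive = maximum activity change above -50%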;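 note: thallium influx rate constant from kinetic fluorescence after stimulation buffer; % is set by controls: 0 for no effect and ±100 for the full control effect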
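U2OS cells transduced with KCNH2 3.1 mutant virus (1.77 x 10^8 /mL, 4 h), plated overnight at 37 C, loaded 45 min with FluxOr dye plus Red40 quencher. Thallium flux rate constant from kinetic reads after stimulation buffer, normalised to controls.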
CXXC DNA block – MLL CXXC-DNA interaction inhibition; Q03164; MLL-CXXC / FITC-HOXA9 DNA fluorescence polarization; Potency, µM (doses to about 115 µM), for the others: top-dose activity change, negative = inhibition, usual class: inhibitors; 290,000 compounds, 0.037% hits; AID 2662; active = well fitted inhibition curve with a large enough effect in the polarisation, with a control signal flat, not every such curve was filed as active; inconclusive = small, poorly fitted or top-dose-only effect, or effect the other way, or a change in a side signal; inactive = no such curve, though single readings can be large or run the other way; the % refers to the polarisation; note: potency is the fitted concentration of half-maximal effect
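Steps: dispense CXXC domain solution (7 uM) → pin compounds or unlabeled HOX-A9 DNA control → 5 min ambient → add FLSN-HOX-A9 solution (50 nM) → spin → 30 min ambient → fluorescence polarization. Tris pH 7.5/NaCl/DTT/BSA buffer.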
Menin-MLL TR inh – displaces Texas Red mutant MLL peptide from human menin. Menin + Texas Red MLL mutant peptide, fluorescence polarization. O00255. Potency, µM (series often up to 61.6 µM), without a hit: at the highest dose FP activity change, negative = inhibition, most hits filed as inhibitors. 270,000 compounds, 0.23% hits; active = well fitted inhibition curve with a large enough effect in the polarisation, with a control signal flat, not every such curve was filed as active; inconclusive = small, poorly fitted or top-dose-only effect, or effect the other way, or a change in a side signal; inactive = no such curve, though single readings can be large or run the other way; the % refers to the polarisation; note: potency is the fitted concentration of half-maximal effect; % of control where 0% means no effect; many of its hits are not listed in these tables
Giardia kill – kills Giardia lamblia | Giardia lamblia trophozoite viability | AID 540267 | activity change, % at 7.66 µM, hits read low | 340,000 compounds, 0.15% hits; in the data active = activity change below about -80%; inconclusive = between about -30% and that limit;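 note: parasites exposed to compound for two days anaerobically before the ATP read; % is set by controls: 0 for no effect and ±100 for the full control effect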
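Each well holds 100 Giardia trophozoites and compound. After two days (48 hrs) at 37 deg C in anaerobic conditions, ATP is quantified by luminescence.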
Numbers without * were called inactive; i = inactive; ? = inconclusive; / = no result given; & = joins results of further samples; [ ] = another dose, or the depositor's remark. Unless noted, calls come from the whole dose curve; as a rule, active = well fitted curve in the direction sought with a large enough effect; inconclusive = small, poorly fitted or top-dose-only effect, or another doubt; inactive = no such curve, though single readings can be large; an effect the other way counts as inactive or inconclusive. The list is partial; rates above refer to the full screens.

SMILES | USP2a inh | GALK inhibitor | PKM2 act | KCNH2 WT inh | B2AR arrestin | TRPV1 ag | Coupling enz | KCNH2 3.1 block | CXXC DNA block | Menin-MLL TR inh | Giardia kill
COc1ccc(OC)c(/C=N/NC(=O)c2nnn(-c3nonc3N)c2-c2cccs2)c1 | -6% | 8% | -2% | 2 | -0.9% | 0 | -19 | -2 | 13% | -22% | -19
CCOc1ccc(CN2CCN(Cc3ccc4cc(F)ccc4n3)CC2CCO)cc1 (stereo unspecified) | 0% | -4% | 5%[11.5 µM] | 15 | -0.1% | 2 | 1 | 15 | -1% | ? | 22
CNC(=O)C1CC(=O)N(CCc2ccc(OC)c(OC)c2)C(=Nc2ccc(F)cc2)S1 (stereo unspecified) | 5% | 0% | 15% | -1 | 0.2% | 7 | 8 | 0 | 20% | 10% | 4
CCOC(=O)C1CC(c2ccc(Cl)cc2)=NNC1=O (stereo unspecified) | 0% | 0% | -3% | 14 | -0.3% | 22 | 2 | 0 | 2% | 6% | -11
COc1ccccc1CNC(=O)C1CCN(C(=O)NC2CCCCC2)CC1 | -5% | -2% | -6% | 7 | -0.2% | 1 | 1 | -18 | 6% | -13% | -19
O=C(NCc1nnnn1-c1ccc(F)cc1)C1CC(=O)N(c2ccc(F)cc2)C1 (stereo unspecified) | 0% | / | / | 7 | 0.4% | -3 | / | -18 | / | / | -10
CCCC1(C(=O)O)NC(c2ccccc2O)C2C(=O)N(Cc3ccccc3)C(=O)C21 (stereo unspecified) | 1% | 2% | -2% | 4 | 0.3% | 5 | 0 | -1 | -4% | 3% | 22
CCOc1ccc(N(C(=O)c2snc(C(N)=O)c2N)C(CC)C(=O)NC2CCCC2)cc1 (stereo unspecified) | 1% | -1% | 4% | -2 | -0.2% | -3 | 1 | 0 | -13% | ? | -21
CC(C)[C@@H]1COC(c2cccc(C3=N[C@H](C(C)C)CO3)n2)=N1 | 1% | / | -2% | -10 | -0.4% | 1 | 0 | 4 | 7% | -20% | 1
O=C(N/N=C/c1cccc(O)c1)c1ccc(NC(=O)c2cccc([N+](=O)[O-])c2)cc1 | -6% | 0% | 4% | -7 | 1.0% | 2 | -3 | 1 | 2% | ? | 7
COc1ccc(OCc2cc(C(=O)N3CCSCC3)no2)c(Cl)c1 | 1% | -6% | 0% | 3 | -0.9% | ? | / | 8 | -17% | / | 5
CCCN1CCN(C(=O)C(C)n2nc(C)c3sc4ccccc4c3c2=O)CC1 (stereo unspecified) | 7% | -4% | -8% | 2 | 0.4% | 0 | 1 | -16 | 5% | -1% | 57[activator]
COc1cccc(C(=O)COc2ccccc2-c2ccccc2)c1 | -2% | 3% | 0% | 1 | 0.7% | 4 | 0 | 2 | 3% | 20% | -11
CC(NCC(=O)Nc1cc(S(=O)(=O)N2CCCCCC2)ccc1Cl)c1ccccc1 (stereo unspecified) | -1% | 0% | / | 18 | 0.1% | 12 | -6 | 8 | -2% | -17% | 20
O=C(c1ccc(S(=O)(=O)N2CCCCCC2)cc1)N1CCN(Cc2ccccc2)CC1 | 4% | / | / | 0 | -0.7% | 12 | / | 0 | / | / | 3
CC1(C)Cc2c(c(N3CCOCC3)nc3sc(C(N)=O)c(N)c23)CO1 | -6% | -2% | 10% | -4 | 0.0% | 1 | -30* | -25 | 1% | / | -15
Cc1ccc(Oc2cc(NC(=O)CCCn3nc([N+](=O)[O-])c(Cl)c3C)cc([N+](=O)[O-])c2)cc1 | 4% | -1% | 1% | -5 | 0.9% | 12 | 0 | -4 | -5% | ? | -10
CC1(C)S[C@@H]2[C@H](NC(=O)[C@H](C(=O)O)c3ccsc3)C(=O)N2[C@H]1C(=O)O | 1% | / | 0% | / | -0.2% | 0 | 4&-1 | / | -12%&-19% | 1% | /
COc1ccc(/C=C2\SC(=O)N(CCCC(=O)Nc3ccc(C(=O)O)cc3)C2=O)cc1OC | -1% | 5% | 6% | -5 | 0.0% | 2 | / | 15 | 17% | / | 6
O=c1c2[nH]c3ccc(F)cc3c2ncn1Cc1ccncc1 | 1% | -3% | 5% | -4 | -0.4% | 1 | 0 | 2 | 15% | / | -11
COc1ccc(F)cc1C(=O)C1CCCN(Cc2c(C)n(C)n(-c3ccccc3)c2=O)C1 (stereo unspecified) | 1% | 4% | -3% | 2 | -0.6% | 0 | 2 | 1 | -27% | -6% | -17
O=C(OCCN1C(=O)c2cccc3c(N4CCOCC4)ccc(c23)C1=O)c1cccc(Cl)c1 | 10% | 0% | 3% | 0 | 0.0% | ? | 2 | 3 | ? | 1% | -2
COc1ccc(C2(c3ccc(OC)cc3)NC(=O)N(CC(=O)Nc3ccc(C(=O)N(C)C)cc3)C2=O)cc1 | 2% | 3% | 1% | -2 | 0.1% | 1 | / | / | 5% | / | 24
Cc1cc(Br)c2[nH]cc(CCNC(=O)c3ccco3)c2c1 | 1% | 13% | 1% | -5 | 0.3% | 13 | -3 | 1 | 16% | 29% | -22
COc1cccc(C(=O)c2cn(CC(=O)NCc3ccco3)c3nc(C)ccc3c2=O)c1 | -2% | 0% | / | -2 | -0.9% | -2 | 1 | 15 | 7% | 10% | -17
COC(=O)c1ccc(NC(=O)CCn2cccc2)cc1 | 2% | -1% | 0% | 12 | -0.2% | 3 | -1 | -9 | -8% | ? | -3
Cc1ccc(S(=O)(=O)C2(C(=O)N3CCCC(C)C3)CC2)cc1 (stereo unspecified) | 5% | -3% | 5% | 2 | -0.3% | -2 | -2 | 9 | -2% | 16% | -8
CN1C/C(=C/c2cccs2)C(=O)/C(=C\c2cccs2)C1 | -2% | -2% | 1% | 19 | -0.6% | -3 | 0 | -1 | 12% | -19% | -4
COc1cccc(-c2cc(C(=O)N3CCN(c4ccc(F)cc4)CC3)no2)c1 | -1% | 7% | 2% | -4 | 0.6% | 30 | -1 | -5 | 27% | 20% | -6
O=S(=O)(c1ccc(C(F)(F)F)cc1)N1CCN(CCOc2ccccc2)CC1 | -1% | / | / | 2 | -0.3% | 15 | / | 11 | / | / | 8
Cc1c(C(=O)Nc2ccc(F)cc2)sc2ncn(CC(=O)N3CCCCC3)c(=O)c12 | 1% | -3% | 2% | 9 | -0.9% | 1 | 2 | -15 | 3% | 17% | -18
O=C(CNC(=O)c1ccco1)OCc1ccc(C(=O)c2ccccc2)cc1 | 3% | 1% | -4% | -15 | 0.2% | 4 | 6 | 3 | -24% | 6% | -16
CC(=O)c1cccc(N(C(=O)c2ccco2)C(C(=O)NC2CCCC2)c2ccc(N3CCOCC3)cc2)c1 (stereo unspecified) | 1% | -2% | 3% | i | 0.4% | -1 | 0 | 19 | ? | 0% | 21
Cc1cc(C)nc(/N=C2\NC(=O)CC(C(=O)O)N2CCc2c[nH]c3ccccc23)n1 (stereo unspecified) | -1% | 2% | -19% | -15 | 0.1% | -3 | 5 | -25 | -17% | 5% | -24
Cc1cccc(C)c1NC(=O)CN(c1ccccn1)S(=O)(=O)c1ccc(F)cc1 | 4% | -1% | 0% | -10 | 0.4% | 1 | 2 | / | -6% | -5% | -4
CCOC(=O)c1ccc(N2C(=O)C(O)=C(C(C)=O)C2c2ccc(O)c(OC)c2)cc1 (stereo unspecified) | 0% | -2% | -4% | 4 | 0.9% | 1 | 6 | -9 | -5% | 20% | 7
O=C(CCCn1c(=O)oc2ccccc21)N1CCc2ccccc2C1 | -1% | 2% | 2% | 6 | 0.2% | 3 | -1 | 4 | 5% | 0% | -5
CC1(C)CC(CC(=O)Nc2ccc([N+](=O)[O-])cc2)C(=O)O1 (stereo unspecified) | -1% | 0% | -2% | -1 | -0.8% | 2 | -3 | -9 | -7% | 14% | 5
Cc1cc(NC(=O)CN2C(=O)NC3(CCC(C)CC3)C2=O)no1 (stereo unspecified) | 5% | -1% | -9% | -17 | 0.0% | 0 | -1 | -2 | 8% | 13% | -2
Nc1nccc(/C=C/c2c(F)cccc2Cl)n1 | -5% | -2% | 1% | -3 | 0.0% | 1 | -1 | 1 | -6% | 0% | 5
O=C(CN1C(=O)C2C3CCC(C3)C2C1=O)OCC(=O)c1ccccc1 (stereo unspecified) | 0% | 0% | -6% | 1 | -1.4% | 3 | / | 5 | 25% | / | -18
O=C(CS(=O)(=O)c1cn(CC(=O)N2CCCC2)c2ccccc12)Nc1ccccc1 | 0% | -1% | 3% | -12 | 0.3% | 0 | / | -15 | 7% | / | 14
Nc1c(C(=O)Nc2ccc3c(c2)OCCO3)nnn1Cc1ccc(F)cc1 | -1% | / | / | -8 | 0.0% | 7 | / | 14 | / | / | 11
